Source: PubChem (National Center for Advancing Translational Sciences (NCATS))
BCR signal inh = qHTS Assay to Find Inhibitors of Chronic Active B-Cell Receptor Signaling; ABC-DLBCL IkBa-CBG/CBR reporter, luminescence ratio, 4 h; Potency, µM (highest dose often 46.1 µM), without a hit: at the highest dose ratio change, negative = lower green/red ratio, hits mostly inhibitors; 340,000 compounds, 0.05% hits; active means well fitted inhibition curve with a large enough effect in the signal ratio, with a control signal flat, not every such curve was filed as active; inconclusive means small, poorly fitted or top-dose-only effect, or effect the other way, or a change in a side signal; the % refers to the signal ratio;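 further: potency means the concentration at half of the fitted maximal effect; plate controls were basal doxycycline-induced cells for no effect and cells given 10 µM MG132 for full effect; MG132 reads +100%, hits lower the ratio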
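Doxycycline induced both beetle luciferases in TMD8 lymphoma cells; IKK-driven degradation limits the IkappaBalpha-fused green signal, while red luminescence normalises for cell number and nonspecific effects. Compounds tested up to 46 uM, 4 hrs.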
USP2a inh = qHTS Assay for Inhibitors of Ubiquitin-specific Protease USP2a Using CHOP2 as the Reporter | USP2 core, Ub-CHOP2 coupled fluorogenic reporter, 485/531 | Potency, µM (highest dose often 38.3 µM), for the others: at the top dose activity change, negative = inhibition, most hits filed as inhibitors | 330,000 compounds, 0.01% hits;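 further: potency means the concentration at half of the fitted maximal effect; plate controls were DMSO wells for no effect and full inhibition by NEM control for full effect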
Target sequence (O75604 whole entry, looked up): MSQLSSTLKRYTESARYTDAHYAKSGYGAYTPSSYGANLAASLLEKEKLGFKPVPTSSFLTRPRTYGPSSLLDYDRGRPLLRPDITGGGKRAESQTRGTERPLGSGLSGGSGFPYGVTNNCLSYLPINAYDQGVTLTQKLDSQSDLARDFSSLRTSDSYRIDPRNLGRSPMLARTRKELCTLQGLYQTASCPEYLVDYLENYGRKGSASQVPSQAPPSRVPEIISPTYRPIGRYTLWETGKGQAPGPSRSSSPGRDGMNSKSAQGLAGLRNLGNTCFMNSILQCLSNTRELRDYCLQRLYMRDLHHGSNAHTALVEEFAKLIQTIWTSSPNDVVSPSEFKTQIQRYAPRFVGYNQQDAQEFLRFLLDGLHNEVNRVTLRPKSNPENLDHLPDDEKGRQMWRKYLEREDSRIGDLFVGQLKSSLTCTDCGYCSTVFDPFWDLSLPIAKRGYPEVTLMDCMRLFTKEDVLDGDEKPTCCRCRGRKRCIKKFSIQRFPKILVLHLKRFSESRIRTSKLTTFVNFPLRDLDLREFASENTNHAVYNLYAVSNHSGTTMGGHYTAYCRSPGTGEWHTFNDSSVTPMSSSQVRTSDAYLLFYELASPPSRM
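USP2 core (10nM final) preincubated 30min RT with compound in 20mM Tris-HCl pH 8.0, 2mM CaCl2, 2mM beta-mercaptoethanol, 0.05% CHAPS; 25nM Ub-CHOP2 plus 25nM reporter substrate added, fluorescence (Ex485/Em531) read after 60min.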
Eya2 phos inh = qHTS Assay for Inhibitors of the Phosphatase Activity of Eya2; Protein phosphatase EYA2 (Homo sapiens), O00167; recombinant Eya2, OMFP fluorescence dephosphorylation (OMFP is methylfluorescein phosphate); Potency, µM (titrated, usually from 76.9 µM), inactives show at the highest dose activity, negative = inhibition, actives largely listed as inhibitors; 330,000 compounds, 0.006% hits; AID 488837, 2010; further: potency means the concentration at half of the fitted maximal effect; on the % scale 0 is the no-effect control and ±100 the full control effect
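Eya2 (0.2 uM) preincubated 10 min at ambient with compound, then OMFP substrate added at 50 uM; 10 min reaction in 50 mM HEPES pH 7.5, 50 mM NaCl, 5 uM MgCl2, 0.05% BSA, 1 mM DTT. Fluorescence read at Ex 485/Em 525 nm.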
ELG1 DNA repair = qHTS screen for small molecules that inhibit ELG1-dependent DNA repair in human embryonic kidney (HEK293T) cells expressing luciferase-tagged ELG1; 330,000 compounds, 2.3% hits; HEK293T ELG1-luciferase reporter, luminescence, 16 h; DNA damage induced by 5-fluorouridine; Potency, µM (series often up to 46.1 µM), for the others: at the top dose activity change, negative = inhibition, usual class: inhibitors; further: potency means the concentration at half of the fitted maximal effect; on the % scale 0 is the no-effect control and ±100 the full control effect; nearly all actives have a fitted effect of over 55% in size
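Luminescence from the luciferase reporter, measured 30 min after ONE-Glo reagent at room temperature, was the read-out. Beforehand, 2,000 cells per well were exposed for 16 hr at 37 °C to 5-fluorouridine together with compound or vehicle.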
TCR activator = Activators of T cell receptors: qHTS campaign; primary human leukocytes, anti-CD3, IL-2 HTRF, 48 h; Potency, µM (top dose mostly 9.22 µM), for inactives: top-dose activation of IL-2 secretion, usual class: activators; 330,000 tested, under 10 active; AID 504894, 2011; further: % of control where 0% means no effect
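1) Mix primary human leukocytes, a-CD3 beads and compound. 2) Incubate 48 hr. 3) Add HTRF IL-2 reagents (a-IL-2-K, a-IL-2-d2).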
B2AR arrestin = qHTS assay of beta-arrestin-biased ligands of beta2-adrenergic receptor; Beta-2 adrenergic receptor (Homo sapiens), P07550; beta-arrestin recruitment to beta2AR, cell-based reporter; Potency, µM (highest dose often 46.1 µM), without a hit: at the highest dose activation, most hits filed as activators; 330,000 compounds, 0.02% hits;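 further: potency means the concentration at half of the fitted maximal effect; 0% = DMSO controls and full agonism = EC100 isoproterenol or metaproterenol; nearly all actives have a fitted effect of over 65% in size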
uPA generation = qHTS for Inhibitors of Cell Surface uPA Generation | cell surface uPA generation assay, qHTS | Potency, µM (top dose mostly 38.3 µM), for inactives: top-dose activity change, negative = inhibition, actives largely listed as inhibitors | 330,000 compounds, 0.31% hits | AID 540303, 2011; active means well fitted inhibition curve with a large enough effect; inconclusive means small, poorly fitted or top-dose-only effect; inactive means no such curve, though single readings can be large or run the other way; tested in mouse RAW 264.7 cells; further: potency means the concentration at half of the fitted maximal effect; on the % scale 0 is the no-effect control and ±100 the full control effect; nearly all actives have a fitted effect of over 55% in size
PTAP TSG101 blk = qHTS Assay for Iinhibitors of HIV-1 Budding by Blocking the Interaction of PTAP/TSG101; Potency, µM (doses to about 115 µM), for the others: at the highest dose activity change, negative = inhibition, usual class: inhibitors; Fluorescence polarization, FITC-PTAP peptide / Tsg101 binding; 340,000 tested, under 10 active; Tumor susceptibility gene 101 protein (Homo sapiens), Q99816; active means well fitted inhibition curve with a large enough effect in the main read-out, with a control signal flat, not every such curve was filed as active; inconclusive means small, poorly fitted or top-dose-only effect, or effect the other way, or a change in a side signal; inactive means no such curve, though single readings can be large or run the other way; further: potency means the concentration at half of the fitted maximal effect; % of control where 0% means no effect
Target sequence (Q99816 whole entry, looked up): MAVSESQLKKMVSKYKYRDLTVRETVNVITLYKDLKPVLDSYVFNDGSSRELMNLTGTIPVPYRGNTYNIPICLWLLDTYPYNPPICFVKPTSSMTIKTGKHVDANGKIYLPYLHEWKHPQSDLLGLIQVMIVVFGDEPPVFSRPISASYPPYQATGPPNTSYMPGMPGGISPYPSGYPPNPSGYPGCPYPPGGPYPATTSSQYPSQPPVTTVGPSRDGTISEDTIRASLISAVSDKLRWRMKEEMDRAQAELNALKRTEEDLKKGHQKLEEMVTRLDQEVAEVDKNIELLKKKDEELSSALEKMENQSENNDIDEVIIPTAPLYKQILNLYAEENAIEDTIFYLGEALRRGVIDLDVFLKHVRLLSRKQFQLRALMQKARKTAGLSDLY
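Tsg101 binding domain (10 uM final) was mixed with compound and a FITC-labeled PTAP peptide (50 nM final) in HEPES pH 7.5 buffer with NaCl, Tween 20, EDTA and TCEP; fluorescence polarization was read after 20 min at r.t.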
Tb PFK inh = qHTS Assay to Find Inhibitors of T. brucei phosphofructokinase | T. brucei PFK, ADP-Glo luminescence | Potency, µM (top dose mostly 57.5 µM), for inactives: top-dose activity, negative = inhibition, usual class: inhibitors | 330,000 compounds, 0.17% hits | AID 485367, 2010;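 further: potency means the concentration at half of the fitted maximal effect; 0% = uninhibited 1x PFK enzyme wells and -100% = no-enzyme wells; nearly all actives have a fitted effect of over 60% in size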
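Compounds were pin-transferred as a titration series up to 57 uM into substrate buffer (0.5 mM F6P, 0.1 mM ATP, pH 8.0), then 1.25 nM PFK was added and reactions ran 45 min before ADP-Glo detection.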
TSHR antag = Antagonists of the Thyroid Stimulating Hormone Receptor: HTS campaign | Thyrotropin receptor (Homo sapiens), P16473 | TSHR-expressing cells, TSH-stimulated cAMP HTRF, 2 h; hits give low values | activity change, negative = inhibition, % at 11.5 µM | 330,000 compounds, 0.2% hits;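 active means activity change below a set negative limit, meaning inhibition stronger than a set level, cut at about -70% in these data; inconclusive means activity change between two set negative limits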; further: on the % scale 0 is the no-effect control and ±100 the full control effect
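Inhibition of cAMP made by TSHR-expressing cells under TSH stimulation (4nM final, EC80; 2 h, 37 deg C) is quantified with a one-step lysis HTRF kit, anti-cAMP cryptate versus cAMP-d2.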
Mito fusion act = qHTS Assay for Small Molecule Inhibitors of Mitochondrial Division or Activators of Mitochondrial Fusion; Potency, µM (highest dose often 46.1 µM), for the others: at the highest dose growth rescue (activation), most hits filed as activators; 320,000 compounds, 0.23% hits; S. cerevisiae fusion-defective mutant growth rescue, CellTiterGlo 48 h; AID 485298, 2010;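 further: potency means the concentration at half of the fitted maximal effect; % of control where 0% means no effect; nearly all actives have a fitted effect of over 45% in size; temperature-sensitive fusion mutants such as fzo1-1 at 37 °C on non-fermentable ethanol glycerol medium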
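Temperature-sensitive fusion-defective S. cerevisiae (e.g. fzo1-1, mgm1-5) were grown with compound in YPEG medium (3% ethanol, 3% glycerol) for 48 hours at 37C. Growth rescue was measured as viability by CellTiterGlo luminescence after 10 minutes at ambient.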
An asterisk follows results filed as active; ? = inconclusive; · = no result given; [ ] = another dose, or the depositor's remark. Unless noted, the call rests on the fitted dose curve; in most records, active means well fitted curve in the direction sought with a large enough effect; inconclusive means small, poorly fitted or top-dose-only effect, or another doubt; inactive means no such curve, though single readings can be large; an effect the other way counts as inactive or inconclusive.

Each structure is followed by: Tb PFK inh, Mito fusion act, PTAP TSG101 blk, uPA generation, USP2a inh, ELG1 DNA repair, B2AR arrestin, TCR activator, Eya2 phos inh, TSHR antag, BCR signal inh
> COc1ccc([C@@H]2CC=C(C(=O)O)[C@H](c3ccc(C(C)(C)C)cc3)N2S(=O)(=O)c2ccc(C)cc2)cc1OC
→ -3%, ·, 1%, -12%, -14%, -14%, -1.1%, -1%, -6%, -9, -25%
> COc1ccc(S(=O)(=O)CC(=O)c2cc(C)c(O)c(C)c2)cc1
→ 4%, -2%, 0%, 6%, -4%, 12%, -0.4%, -2%, -6%, -18, 2%
> CC(=O)c1cc2c(cc1NC(=O)CN1CCOCC1)OCO2
→ -1%, 3%, -8%, 9%, -1%, 3%, -0.1%, ·, -13%, -8, -22%
> NC1=NC(=O)/C(=C/c2cn(CCC(=O)O)nc2-c2ccc(F)cc2)S1
→ 0%, -3%, 0%, -4%, 4%, 21%, -1.0%, -2%[46.1 µM], -4%, 3, 10%
> CCCCc1cc(=O)oc2cc(OC(C)C(=O)NCCN3CCOCC3)c(Cl)cc12 (configuration not stated)
→ -3%, -3%, -9%, 5%, 1%, 1%, -0.4%, -9%, -6%, -6, 5%
> Cn1ccnc1SCC(=O)NCC(=O)Nc1ccc(F)c(F)c1F
→ 1%, ·, -1%, -1%, -1%, 13%, -0.7%, -5%, -7%, -9, 0%
> CCOc1ccc(C2C(C#N)=C(N)N(c3sc4c(c3C#N)CCCC4)C3=C2C(=O)CCC3)cc1 (configuration not stated)
→ -8%, 7%, -5%, 5%, 0%, 2%, 0.1%, -5%, -27%, -8, 5%
> COc1ccc(-n2c(SCC(=O)c3c(N)n(C)c(=O)n(C)c3=O)nc3ccccc32)cc1
→ -2%, -5%, -3%, 8%, 1%, 11%, -0.1%, 6%, -27%, 15, 1%
> CCc1cccc(OCCn2nc(C(=O)O)c3ccccc3c2=O)c1
→ 5%, 9%, 1%, 4%, 4%, ?, -0.4%, -1%, 3%, -15, ?
> COc1ccc(Cc2noc(CN3CCN(Cc4cccc(Cl)c4)CC3)n2)cc1OC
→ 1%, -4%, -5%, -5%, -6%, 23µM*, 0.2%, -2%, -7%, 8, ?
> O=C(COc1ccccc1Cl)OCC(=O)N1CCN(S(=O)(=O)c2ccccc2)CC1
→ 6%, 6%, -4%, 0%, 2%, 8%, 0.1%, -11%, 17%, 4, 2%
> Cc1ccc(S(=O)(=O)Oc2ccccc2/C=N/NC(=O)c2c(Cl)cnn2C)cc1
→ 3%, -2%, -5%, -2%, 1%, ?, 0.1%, -2%[46.1 µM], 1%, -8, -8%
> Cc1ccc(SCC(=O)OCC(=O)NCCNC(=O)COC(=O)CSc2ccc(C)c(C)c2)cc1C
→ 1%, 2%, -4%, 11%, -4%, 2%, 0.5%, -3%, -21%, 9, -4%
> CCOC(=O)c1c(C)n(C)c2ccc(OC)c(NS(=O)(=O)c3ccc(Cl)s3)c12
→ 0%, 3%, -10%, -2%, 2%, ?, 0.3%, 1%, -5%, 4, 2%
> Oc1ccccc1-c1cc(-c2ccc3c(c2)OCCO3)n[nH]1
→ 1%, 13%, -3%, -9%, 1%, ?, -0.3%, -41%, 10%, -1, ?

Single entries from above.
Under Mito fusion act, `Cc1ccc(S(=O)(=O)Oc2ccccc2/C=N/NC(=O)c2c(Cl)cnn2C)cc1` is entered as -2%
Under Mito fusion act, `NC1=NC(=O)/C(=C/c2cn(CCC(=O)O)nc2-c2ccc(F)cc2)S1` is entered as -3%

The list goes on.
Each structure is followed by: Tb PFK inh, Mito fusion act, PTAP TSG101 blk, uPA generation, USP2a inh, ELG1 DNA repair, B2AR arrestin, TCR activator, Eya2 phos inh, TSHR antag, BCR signal inh
> O=C(O)C/C(=C\c1ccc2c(c1)OCO2)c1nc2ccccc2s1
→ 22%, ?, -7%, 12%, -2%, ?, -2.1%, 5%, 11%, -11, ?
> O=C(CCC(=O)N1CCN(S(=O)(=O)c2ccc(Cl)cc2)CC1)NC1CCCc2ccccc21 (configuration not stated)
→ -3%, 1%, -1%, -6%, -1%, -14%, -4.0%, -5%, -6%, 0, 11%
> C=CCN1C2CCCC1CC(NC(=O)Nc1cc(C)cc(C)c1)C2 (configuration not stated)
→ 0%, -1%, -3%, -2%, 1%, 4%, 0.0%, 0%, 5%, 9, 0%
> CCCn1c(NCc2ccc(N(C)C)cc2)nc2ccccc21
→ -3%, 0%, -2%, 2%, 0%, ?, 0.1%, 9%, -35%, 15, -13%
> CC(C)n1nnnc1SCC(=O)c1c(N)n(C2CC2)c(=O)[nH]c1=O
→ -13%, -3%, -6%, -5%, -1%, 11%, -0.9%, ·, 0%, 1, -1%
> O=c1c(-c2ccc(Cl)cc2)[n+]([O-])c2ccccc2n1O
→ 9%, 3%, -10%, -2%, -1%, 6%, -0.2%, 4%, 13%, 5, ?
> O=c1nc2ccccc2c2n1CC(CN1CCN(Cc3ccccc3)CC1)N2 (configuration not stated)
→ -2%, 1%, -7%, -2%, 3%, -12%, -0.1%, 3%, 26%, -1, 1%
> CCN1C(=O)[C@H]2[C@@H](c3ccc(-c4ccc(C(C)=O)cc4)cc3)N[C@@](C)(C(=O)OC)[C@H]2C1=O
→ -2%, ·, -3%, 11%, 4%, ?, -1.6%, -2%, 9%, -12, -1%
> O=C(Nc1ccc(N2CCCC2)c(Cl)c1)c1cccc(-c2cc3ccccc3oc2=O)c1
→ 11%, 1%, -3%, 1%, 2%, -5%, -0.9%, -11%[46.1 µM], -3%, -17, 0%
> Cc1cc(OCC(=O)NC2CCN(C)CC2)ccc1[N+](=O)[O-]
→ -2%, -1%, -5%, 2%, 2%, 2%, -0.2%, 2%, -3%, 10, 2%
> CCOc1cccc(CN(CC)CC2CCCN(CCc3cccc(OC)c3)C2)c1O (configuration not stated)
→ -2%, -4%, 2%, -4%, 1%, -6%, -0.9%, -7%, 5%, -5, ?
> CCn1cc(C(=O)N2CCN(c3ccc(OC)cc3)CC2)c(=O)c2cc(S(=O)(=O)N3CCCCC3)ccc21
→ -2%, 0%, -1%, -6%, 1%, -20%, 0.2%, -3%, -13%, -9, -2%
> NC(=O)COC(=O)c1cccc(S(=O)(=O)N2CCCc3ccccc32)c1
→ -5%, -6%, -2%, 0%, 1%, 1%, 0.1%, -6%, 3%, 0, -5%
> O=C(COC(=O)C1CCC1)NCCc1ccc(Cl)cc1Cl
→ -1%, 2%, -2%, -1%, 5%, ?, 0.0%, 9%, -6%, 14, -1%
> Cc1[nH]c2ccccc2c1C(O)CN1CCN(c2cccc(C(F)(F)F)c2)CC1 (configuration not stated)
→ -17%, 0%, -2%, -8%, -9%, 15µM*, -0.1%, 2%, 5%, 14, ?
> CC(C(=O)NCc1ccccc1)n1cc([N+](=O)[O-])cn1 (configuration not stated)
→ 1%, 4%, -1%, 0%, -1%, 6%, -0.5%, -4%, 0%, 9, 2%
> COc1ccccc1N1CCN(C2CCCN(C(=O)c3cc(C)oc3C)C2)CC1 (configuration not stated)
→ 0%, -5%, -6%, -22%, 1%, 14%, 0.0%, 8%, -2%, 21, ?
> COc1ccccc1NC(=O)c1cc2c(CO)cnc(C)c2oc1=Nc1cccc(C(N)=O)c1
→ 1%, 8%, 1%, -5%, 0%, -16%, -0.2%, -3%, 10%, -8, -11%
> O=C(O)c1cc(Cl)c(Cl)cc1C(=O)Nc1cccc2cccnc12
→ 11%, 3%, -7%, -2%, 5%, 11%, -0.3%, 1%[46.1 µM], -1%, -1, -2%
